Wnt act = activators of Wnt/beta-catenin signaling. 300,000 compounds, 1.2% hits. activation, % at 9.35 µM. Wnt/beta-catenin reporter cell assay, activator, plate reader; in the data active means activation above about 30%, passing the limit was not always enough;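 further: 0% = neutral control wells and 100% = positive control wells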
phage Ecoli inh = E. coli growth loss with phage present; growth absorbance; inhibition, % at 11.9 µM; 360,000 compounds, 0.26% hits; AID 651602; in the data active means inhibition above about 11%
Active calls of the source: *. These rows are one share of the data; the hit share may differ from the screen's.

Wnt act	phage Ecoli inh	canonical_smiles
0	3.0	COC(=O)[C@@]12C[C@@H](CC(=O)N3CCN(C(=O)C4CC4)CC3)C(=O)N(CCc3ccc(OC)c(OC)c3)C1=CCC(C)(C)C2
-3	2.1	CCC(=O)N1CCC1(C)C(=O)NCc1ccc(SC)cc1 (stereo not drawn)
-1	2.4	O=C(c1[nH]c(C(F)(F)F)nc1-c1ccccc1)N1CCc2c([nH]c3ccccc23)C1
-1	3.7	COc1ccc(NC(=O)c2cc(C3CCCCN3C(=O)CCCc3ccccc3)on2)c(C)c1 (stereo not drawn)
1	4.8	C[C@H](CO)N1C[C@H](C)[C@@H](CN(C)Cc2cccc(C(=O)O)c2)Oc2cc(Br)ccc2S1(=O)=O
-1	1.4	CCC(CC)C(=O)N(C)c1c(C)nc2c(OCC(=O)N(C)C)cccn12
-5	2.9	Cc1cccc2nc(-c3ccccc3)c(-c3ccc(CN4CCC(n5cc(-c6ccccc6)[nH]c5=O)CC4)cc3)nc12
-2	-0.5	CC1(C(=O)NS(=O)(=O)c2ccc(F)cc2F)CCN1C(=O)Cc1ccc(Cl)cc1Cl (stereo not drawn)
0	2.4	C=CCNc1ncnc2c1ncn2[C@H]1CN(Cc2cccc3ccccc23)C[C@@H](CO)O1
2	1.4	CC1(C(=O)Nc2ccc(Cl)cc2)Cc2c(-c3ccc(C(N)=O)cc3)ccnc2O1 (stereo not drawn)
-1	1.5	CNC(=O)C[C@H]1C(=O)N(c2ccc(OC)cc2)C[C@@H]1Cc1ccccc1
-2	0.4	CC1(C)Cc2cccc(OC(=O)NCCc3ccc(F)cc3)c2O1
-1	0.0	COc1ccc(C=C(C(=O)c2ccccc2)C(=O)c2ccccc2)cc1
-1	0.0	COc1ccc(-c2oc3c(c2C#CC2(O)CCCCC2)C(OC)CCC3)cc1 (stereo not drawn)
0	4.8	COc1ccc(Cc2c(C3CCCCC3)nc3ccc(Br)cn23)c(C)c1
-2	2.5	Cc1ccc(C)c(NC(=O)CN2C(=O)C3CC=CCC3C2=O)c1 (stereo not drawn)
0	-1.0	C[C@@H]1CCCCO[C@@H](CN(C)Cc2ccc3c(c2)OCO3)[C@@H](C)CN([C@H](C)CO)C(=O)c2cc(N(C)C)ccc2O1
-2	0.4	Cc1ccsc1C(=O)N1CCCCCC1(C)C(=O)NCC(C)C (stereo not drawn)
-5	4.2	COCCn1c(SCC(=O)Nc2cc(C)on2)nc2c([nH]c3ccccc32)c1=O
0	2.4	O=S(=O)(NN=C1CCCCCCC1)c1ccccc1

(cont.)
Wnt act	phage Ecoli inh	canonical_smiles
0	1.8	CN1C(=O)c2ccccc2Cc2c(NCc3ccccc3)ncnc21
-3	2.1	OC(c1ccccc1)(c1ccccc1)C1CCN(CCCOc2cccc(F)c2)CC1
-8	1.1	Cc1ccc(NC(=O)COC(=O)c2ccc3c(c2)NC(=O)C2CCCN32)cc1C (stereo not drawn)
-3	0.2	Cc1ccccc1Oc1ccc2c(c1)[C@@H]1C[C@H](N(C)C(=O)c3ccco3)[C@H]([C@H](C)O)C(=O)N1CC2
-1	2.5	CC1(C(=O)NCCC#N)CCN1C(=O)Cc1ccc(-c2ccccc2)cc1 (stereo not drawn)
-3	0.8	CC(=O)Nc1cccc(-c2ccnc3c2CC(C(=O)NCC2CC2)O3)c1 (stereo not drawn)
-12	1.7	CCOC(=O)C[C@@H]1OC[C@H](C(C)C)N1S(=O)(=O)c1ccc(C)cc1
-1	1.9	O=C(CC1CCCC1)N1CCN(S(=O)(=O)c2cccc(Br)c2)CC1
-6	2.7	CN(C)CCCNC(=O)c1c(N)[nH]c(C(=O)c2ccc(Br)cc2)c1-c1ccc(Br)cc1
-2	3.1	Cc1ccc(S(=O)(=O)N2CCOCC2)cc1NC(=O)CN(C)CC(=O)Nc1cccc(F)c1
0	2.8	CCOCCCNC(=O)c1ccc(CN2CCc3ccccc3C2)cc1
-1	1.8	C(=C\c1ccccc1)/CN1CCN(C(c2ccccc2)c2nnnn2C2CCCCC2)CC1 (stereo not drawn)
-2	4.4	CCCCn1nnnc1C(c1cc2ccccc2o1)N1CCN(C/C=C/c2ccccc2)CC1 (stereo not drawn)
0	0.2	CC(=O)c1cccc(NC(=O)c2cc(S(=O)(=O)N3CCCCC3)ccc2N2CCOCC2)c1
-3	2.5	COc1ccccc1C(=O)NCCN1CCC(n2c(=O)[nH]c3ccccc32)CC1
1	4.4	COCCNC(=O)C1(C)CCCN(C(=O)c2cccnc2SC)C1 (stereo not drawn)
0	3.1	CC1(C(=O)NS(=O)(=O)C2CC2)CCN(C(=O)c2cccc(OC(F)(F)F)c2)C1 (stereo not drawn)
-1	0.2	C[C@@H]1CN([C@@H](C)CO)C(=O)CCCn2nncc2CO[C@H]1CN(C)C(=O)Nc1ccc(F)cc1
-3	3.7	C[C@@H]1CNC(=O)c2c(C(=O)Nc3cccc(Cl)c3)ncn21
-2	1.3	O=C(CNc1cc(S(=O)(=O)N2CCOCC2)ccc1N1CCCC1)Nc1ccc(Cl)cc1F

Further structures:
Wnt act	phage Ecoli inh	canonical_smiles
-8	-0.2	CCc1cc(-c2cnnn2Cc2ccc3ccccc3c2)ccc1-c1cn(CC(C)C)nn1
-2	1.9	CC(C)NC(=O)C1Cc2c(-c3ccc4c(c3)OCO4)ccnc2O1 (stereo not drawn)
-3	2.0	CCOC(=O)N(C)C[C@@H]1OCc2ccccc2-c2c(n(C)c3ccccc23)C(=O)N([C@H](C)CO)C[C@H]1C
0	3.4	O=C(O)c1ccccc1-c1ccccc1C(=O)Nc1ccc2c(c1)oc(=O)c1ccccc12
0	0.9	CN1OC[C@@H]2CN(C(=S)NCCc3ccccc3)[C@H](c3ccc(-n4ccnc4)cc3)C[C@@H]21
-2	-0.9	Cc1ccc(Nc2nc(NCc3ccccc3)nc3ccsc23)c(C)c1
-2	-1.4	CCN1C(=O)[C@H]2[C@@H](c3ccc(C)cc3)N[C@]3(CCCN(Cc4ccc(Cl)cc4)C3=O)[C@H]2C1=O
9	-1.9	Cc1ccc(C2c3c(n[nH]c3C(C)C)C(=O)N2c2ccccc2)cc1 (stereo not drawn)
3	-2.2	Cc1cccc(OCCNc2ncccc2[N+](=O)[O-])c1
-2	1.9	Cc1ccc(C)c(CC(=O)N2CCCC(c3cc(C(=O)NCc4ccccc4)no3)C2)c1 (stereo not drawn)
0	2.9	CC1C(=O)N(Cc2cn(Cc3ccco3)nn2)CCS(=O)(=O)N1Cc1ccc(-c2cccc(N(C)C)c2)cc1 (stereo not drawn)
-6	1.7	COc1ccccc1S(=O)(=O)N(C)C[C@H]1Oc2cc(C#CCC3CCCC3)ccc2S(=O)(=O)N([C@H](C)CO)C[C@H]1C
-2	-0.3	Cc1cccc(C)c1N1C(=O)c2ccccc2NC(=O)C1C(=O)NCCc1ccccc1F (stereo not drawn)
-5	2.4	O=C(NCC1CCN(C(=O)C(=O)c2cc3ccccc3o2)CC1)c1ccc2c(c1)OCCCO2
-1	3.7	CC(C)(C)S(=O)(=O)N1C[C@H]2CC(=O)C=C2[C@@H]1CCO
6	-1.2	CCOc1ccc(CCN2C(=O)C(=O)N([C@@H](Cc3ccc(O)cc3)CN3CCC[C@H]3CN3C(=O)C(=O)NC[C@@H]3Cc3ccccc3)C[C@@H]2Cc2ccc(O)cc2)cc1
-1	3.4	CCCCCCNC(=O)O[C@H]1C[C@H](C(=O)OC)[C@H](C(=O)OC)C2CN(S(=O)(=O)c3ccc(C)cc3)C[C@@]21O (stereo partly drawn)
-4	-0.7	O=C(Nc1cccc2ccccc12)ON=C1CCCCC1
-2	4.8	Nc1cc(=O)n(Cc2ccccc2)c(N)c1C(=O)NCc1ccccc1
-1	0.5	CC(C)(C)c1ccc(CC(=O)N2CCC2(C)C(=O)Nc2cccc3cccnc23)cc1 (stereo not drawn)

(continued)
Wnt act	phage Ecoli inh	canonical_smiles
-1	-0.6	CC1(C(=O)NCc2ccccc2)CN(S(C)(=O)=O)CC(=O)N1CCc1ccccc1 (stereo not drawn)
-1	3.0	COc1cccc(-c2nc(CN3CCN(C(=O)c4ccco4)CC3)c(C)o2)c1OC
-3	3.8	CC(C)C[C@@H]1Cc2[nH]c(=S)[nH]c(=O)c2[C@H](C)O1
-6	-0.7	CC(=O)Nc1cc(-c2cccc(C(=O)NCCO)c2)cn2c(-c3cccc(C(F)(F)F)c3)cnc12
1	1.9	COc1cc(Nc2ccn3nc(-c4ccccc4Cl)cc3n2)cc(OC)c1OC
-4	1.9	O=C(C[C@H]1C=C[C@H](NC(=O)Nc2ccccc2F)[C@@H](CO)O1)NCc1ccc(-c2ccccc2)cc1
-3	-0.5	ClCCn1c(CCl)nc2ccc(Cl)cc21
-1	4.4	COc1ccc(Nc2nnc(-c3ccc4c(c3)OCO4)o2)cc1
-3	1.5	Cc1cc(N2CCN(C(=O)c3[nH]c(C(F)(F)F)nc3-c3ccccc3)CC2)c2ccccc2n1
-3	1.5	COC(=O)[C@]12C[C@H](CC(=O)NCC3CCCCC3)C(=O)N(Cc3ccc4c(c3)OCO4)C1=C[C@H](COCc1ccccc1)O[C@@H]2C
-11	1.3	O=C(NC(c1ccc(-c2ccccc2)cc1)c1cnccn1)C1CCN(CCCOc2ccccc2)CC1 (stereo not drawn)
-5	-1.9	COC(=O)[C@]12CCCCC=C1N(Cc1ccc3c(c1)OCO3)C(=O)[C@H](CC(=O)NCc1cccc3ccccc13)C2
-1	1.3	CCCCn1nnnc1C(C1CC1)N1CCN(C/C=C/c2ccccc2)CC1 (stereo not drawn)
-1	3.6	Cc1ccc(NC(=O)C2(C)CCCN2C)cc1C (stereo not drawn)
-1	2.2	Cc1ccc(F)c(S(=O)(=O)NC(=O)C2(C)CCN2C(=O)CCC2CCCC2)c1 (stereo not drawn)
-1	3.0	CCC(C)C(NC(=O)C(Cc1ccc(O)cc1)NC(=O)OCc1ccccc1)C(=O)OC (stereo not drawn)
-2	3.4	COc1ccc(-c2ccc3[nH]c4c(c3c2)CCN2C[C@@H]([C@H](C)OC(=O)Nc3cc(Cl)cc(Cl)c3)[C@@H](N(C)C(=O)Nc3cc(Cl)cc(Cl)c3)C[C@@H]42)cc1
-4	0.4	COc1ccccc1CNC(=O)C1(C)CCN1C(=O)Cc1ccc(-c2ccccc2)cc1 (stereo not drawn)
-3	-0.8	CCOC(=O)[C@]12CCC=C1N(Cc1ccccc1)C(=O)[C@H](CC(=O)NCc1ccc(C)o1)C2
1	1.2	CN(C)c1ccc2c(=O)c3ccccc3oc2n1

The list goes on.
Wnt act	phage Ecoli inh	canonical_smiles
-1	1.4	CCCCNC(=O)C1(C)CCN1C(=O)c1ccc2c(c1)C(C)(C)CCC2(C)C (stereo not drawn)
-2	3.5	COc1ccc(C(O)c2nc(-c3ccc(OC)nc3)cs2)cc1 (stereo not drawn)
-2	3.8	CC1(C(=O)Nc2ccc3c(c2)OCCO3)CSCC(=O)N1CCc1ccccc1F (stereo not drawn)
-1	1.1	COc1ccccc1C(NC(=O)C1CCN(CCOc2ccccc2)CC1)c1ccccn1 (stereo not drawn)
-1	6.3	OC(Cc1ccccc1Br)c1ncc(-c2cccc(C(F)(F)F)c2)[nH]1 (stereo not drawn)
0	-2.1	CC(C)(C)OC(=O)CC(S(=O)(=O)c1ccccc1)S(=O)(=O)c1ccccc1
-1	2.8	C[C@H]1CN([C@@H](C)CO)C(=O)c2cc(C#CC3(O)CCCC3)cnc2O[C@H]1CN(C)C(=O)C1CC1
-2	0.9	COc1cccc(-c2oc3c(c2C#CC2(N)CCCCC2)C(O)CCC3)c1 (stereo not drawn)
1	2.1	CC1(C(=O)Nc2ccc3nc[nH]c3c2)CCN1C(=O)CCc1ccccc1 (stereo not drawn)
-4	1.4	CCCCCCCCN1C(=O)[C@H](CC(=O)NCCc2ccccc2OC)C[C@@]2(C(=O)OCC)CCCC=C12
-3	2.7	CC(=O)c1cccc(-c2ccnc3c2CC(C(=O)NCc2ccc(N4CCN(C)CC4)cc2)O3)c1 (stereo not drawn)
-2	0.5	CCC(CC)C(=O)N(C)c1c(C)nc2c(OCc3ccc(Cl)cc3)cccn12
-1	3.5	COc1cc2oc(=O)cc(CN3CCCCC3)c2cc1Cl
2	1.7	Nc1ccn([C@@H]2O[C@H](C(=O)N[C@H](Cc3ccccc3)C(=O)N[C@H]3CCCCNC3=O)[C@@H](O)[C@H]2O)c(=O)n1

14 entries from above, as tab-separated lines:
molecule	Wnt act	phage Ecoli inh
COc1ccccc1CNC(=O)C1(C)CCN1C(=O)Cc1ccc(-c2ccccc2)cc1 (stereo not drawn)	-4	0.4
CCOC(=O)[C@]12CCC=C1N(Cc1ccccc1)C(=O)[C@H](CC(=O)NCc1ccc(C)o1)C2	-3	-0.8
CN(C)c1ccc2c(=O)c3ccccc3oc2n1	1	1.2
CCCCNC(=O)C1(C)CCN1C(=O)c1ccc2c(c1)C(C)(C)CCC2(C)C (stereo not drawn)	-1	1.4
COc1ccc(C(O)c2nc(-c3ccc(OC)nc3)cs2)cc1 (stereo not drawn)	-2	3.5
CC1(C(=O)Nc2ccc3c(c2)OCCO3)CSCC(=O)N1CCc1ccccc1F (stereo not drawn)	-2	3.8
COc1ccccc1C(NC(=O)C1CCN(CCOc2ccccc2)CC1)c1ccccn1 (stereo not drawn)	-1	1.1
OC(Cc1ccccc1Br)c1ncc(-c2cccc(C(F)(F)F)c2)[nH]1 (stereo not drawn)	-1	6.3
CC(C)(C)OC(=O)CC(S(=O)(=O)c1ccccc1)S(=O)(=O)c1ccccc1	0	-2.1
C[C@H]1CN([C@@H](C)CO)C(=O)c2cc(C#CC3(O)CCCC3)cnc2O[C@H]1CN(C)C(=O)C1CC1	-1	2.8
COc1cccc(-c2oc3c(c2C#CC2(N)CCCCC2)C(O)CCC3)c1 (stereo not drawn)	-2	0.9
CC1(C(=O)Nc2ccc3nc[nH]c3c2)CCN1C(=O)CCc1ccccc1 (stereo not drawn)	1	2.1
CCCCCCCCN1C(=O)[C@H](CC(=O)NCCc2ccccc2OC)C[C@@]2(C(=O)OCC)CCCC=C12	-4	1.4
CC(=O)c1cccc(-c2ccnc3c2CC(C(=O)NCc2ccc(N4CCN(C)CC4)cc2)O3)c1 (stereo not drawn)	-3	2.7
